# LAP4 TOR yeast – yeast TOR pathway LAP4-GFP modulation. S. cerevisiae LAP4-GFP multiplex, flow cytometry GFP, 3 h; median GFP as percent of DMSO wells. GFP response vs DMSO, % at 10 µM. 320,000 tested, 0.34% active. AID 2023;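 active = GFP response vs DMSO above a set limit, about the screen mean plus 3 SD, cut at about 150% in these data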
# MEP2 TOR yeast – modulators of TOR pathway MEP2-GFP in S. cerevisiae; S. cerevisiae MEP2-GFP strain, flow cytometry GFP, 3 h; 100% = DMSO control level; GFP response vs DMSO, % at 10 µM; 330,000 tested, 0.51% active;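 active = GFP response versus DMSO above a set limit, roughly screen mean plus 3 SD, cut at about 180% in these data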;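 note: median GFP fluorescence of the barcode-gated MEP2-GFP cells per well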
# Yeast superoxide – lowers age-related superoxide in aged yeast cells. S. cerevisiae aged cells, superoxide DHE fluorescence; active compounds read low. superoxide response (% of plate mean), % at 10 µM. 330,000 tested, 0.18% active;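 active = superoxide response under a set limit, about three screen SD below normal, cut at about 65% in these data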;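 note: yeast aged for seven days with compound at 30 °C before DHE staining; 100% = average MFI of all compound-treated wells on the plate with controls excluded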
# Efflux pump inh – blocks antifungal efflux pumps in multiplex yeast assay | S. cerevisiae Candida pump triplex, Nile Red efflux | inhibition, % at 10 µM | 330,000 tested, 0.44% active | AID 485275;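 active = plate passing quality check with inhibition over a set limit, or well fluorescence over plate mean plus 4 SD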;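 note: Nile Red retained in pooled yeast measured as flow cytometry median fluorescence; 0% = buffer negative control and 100% = Enniatin B positive control; higher means more Nile Red kept so more efflux inhibition; some compounds called inactive have numbers as strong as hits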
# AGP1-GFP MLPCN – modulators of TOR pathway AGP1-GFP in S. cerevisiae | GFP response vs DMSO, % at 10 µM | AID 2066 | 320,000 tested, 0.02% active | S. cerevisiae AGP1-GFP multiplex flow cytometry, 3 h; GFP as percent of DMSO wells;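 active = GFP response relative to DMSO above a set limit, near screen average plus 3 SD, cut at about 150% in these data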;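 note: median GFP channel fluorescence of the gated AGP1 strain per well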
# CIT2-GFP yeast – modulators of TOR pathway CIT2-GFP in S. cerevisiae; AID 2029; 320,000 tested, 0.065% active; S. cerevisiae CIT2-GFP strain, flow cytometry, 3 h; 100 means same as DMSO wells; GFP response vs DMSO, % at 10 µM;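 active = GFP response relative to DMSO above a set limit, near the screen mean plus 3 SD, cut at about 150% in these data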;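 note: ratio of well median GFP fluorescence to mean of DMSO wells on the plate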
# AHR activator – activates the human aryl hydrocarbon receptor; P35869; AHR-responsive luciferase reporter cells, luminescence; activation, % at 5 µM; 320,000 tested, 2.5% active; in the data active = activation above about 47%;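 note: 0% = vehicle wells and 100% = reference agonist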
# Target sequence (P35869 whole entry, looked up): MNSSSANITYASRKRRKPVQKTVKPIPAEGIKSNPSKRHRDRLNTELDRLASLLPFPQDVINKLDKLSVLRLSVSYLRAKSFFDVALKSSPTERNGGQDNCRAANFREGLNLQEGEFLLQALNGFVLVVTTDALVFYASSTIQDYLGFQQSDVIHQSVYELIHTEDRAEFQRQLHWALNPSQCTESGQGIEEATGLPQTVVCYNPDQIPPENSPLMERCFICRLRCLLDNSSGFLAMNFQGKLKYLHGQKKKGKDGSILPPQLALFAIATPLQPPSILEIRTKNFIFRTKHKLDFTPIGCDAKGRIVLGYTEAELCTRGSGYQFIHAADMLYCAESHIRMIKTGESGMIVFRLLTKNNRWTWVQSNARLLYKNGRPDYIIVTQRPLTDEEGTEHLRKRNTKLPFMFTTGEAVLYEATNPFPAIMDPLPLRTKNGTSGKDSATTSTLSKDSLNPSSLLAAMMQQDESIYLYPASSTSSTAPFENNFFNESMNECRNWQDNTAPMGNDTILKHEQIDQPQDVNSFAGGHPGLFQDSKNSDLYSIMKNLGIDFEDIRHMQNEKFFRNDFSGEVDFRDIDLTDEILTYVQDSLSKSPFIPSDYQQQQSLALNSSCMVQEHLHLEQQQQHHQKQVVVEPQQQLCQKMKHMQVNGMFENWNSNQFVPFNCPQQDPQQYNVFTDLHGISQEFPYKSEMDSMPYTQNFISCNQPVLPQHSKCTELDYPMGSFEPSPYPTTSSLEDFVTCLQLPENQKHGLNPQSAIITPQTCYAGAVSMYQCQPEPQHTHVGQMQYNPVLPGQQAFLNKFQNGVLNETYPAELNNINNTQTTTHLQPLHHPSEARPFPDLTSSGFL
# RPL19A-GFP yeast – modulators of TOR pathway RPL19A-GFP in S. cerevisiae; percent response vs DMSO, % at 10 µM; S. cerevisiae RPL19A-GFP strain, flow cytometry, 3 h; active compounds read low; 330,000 tested, 0.3% active;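 active = percent response vs DMSO below 50%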;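 note: median channel GFP fluorescence of the barcoded RPL19A-GFP strain; ratio of sample median GFP to plate DMSO average so 100% = DMSO; lower means less RPL19A-GFP as with rapamycin TOR inhibition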
# * marks the source's active call; other numbers are inactive results; i = inactive; . = no result given.
# Below each compound – LAP4 TOR yeast	MEP2 TOR yeast	Yeast superoxide	Efflux pump inh	AGP1-GFP MLPCN	CIT2-GFP yeast	AHR activator	RPL19A-GFP yeast
> Cc1ccc(NC(=O)/C(=C\c2cccs2)NC(=O)c2ccccc2)cc1
→ 100	105	103	0.0	107	108	26	103
> c1coc(-c2ncc[nH]2)c1
→ 78	82	90	0.0	85	96	-1	86
> COc1ccc(CN=C2NC(=O)CC(C(=O)Nc3cc(C)cc(C)c3)S2)cc1 (configuration not stated)
→ 95	96	100	0.5	96	95	2	99
> Cc1cc(-c2ccc(Cl)cc2)n2nc(N)nc2n1
→ 99	101	111	0.1	104	97	-7	.
> CCOC(=O)c1cnc(SCC(=O)Nc2cc(OC)cc(OC)c2)nc1N
→ 94	100	90	-0.1	107	106	4	96
> O=C(NNC(=O)C1CC1)c1ccc(-c2ccccc2)cc1
→ 100	94	83	-0.1	100	102	1	96
> CCOc1ccc2nc(/N=C/c3c(C)[nH]n(-c4ccc(C)cc4)c3=O)sc2c1
→ 90	108	104	-0.1	90	89	89*	97
> COc1ccc(Cl)cc1NC(=O)CN(C)C(=O)c1ccc(-n2nc(C)cc2C)cc1
→ 102	99	88	-0.1	99	102	2	102
> O=C(c1cc(NC(=O)C23CC4CC(CC(C4)C2)C3)cc(NC(=O)C23CC4CC(CC(C4)C2)C3)c1)N1CCCCC1
→ 104	103	99	1.1*	104	108	-2	101
> Cc1nn(-c2ccccc2)c(Cl)c1/C=C/C(=O)c1ccccc1
→ 94	97	98	0.0	99	94	-4	95
> Cc1cccnc1
→ 96	97	135	0.2	97	90	-1	97
> Cc1cccc(NC(=O)CCSc2nnc(Cc3ccccc3)o2)c1
→ 93	89	88	-0.1	100	104	2	102
> COc1ccc(CN2CCCCC2C)cc1OC (configuration not stated)
→ 83	99	109	0.1	90	86	-1	98
> O=C(O)CN1C(=O)C(=O)N(Cc2ccccc2F)C1=O
→ 92	105	109	0.3	98	107	-1	102
> CC(C)(Cc1cccc(CC(C)(C)C(=O)O)c1)C(=O)O
→ 114	86	96	-0.2	78	70	1	91
> CCOC(=O)/C=C1\SCC(=O)N1CC(=O)NCCOC
→ 105	92	100	-0.1	79	74	-2	93
> COC(=O)c1ccc(NC(=O)C2C3C=CC(C3)C2C(=O)O)cc1 (configuration not stated)
→ 102	111	84	0.2	98	106	4	107
> O=C(O)c1cccc2cc(-c3ccccc3)oc(=O)c12
→ 91	95	105	-0.2	102	99	-1	98
> C/C(=N/NC(=O)CNC(=O)Cc1ccc(Cl)cc1)c1ccco1
→ 109	97	102	-0.1	112	103	0	98
> Cc1csc(NC(=O)CCCc2cccs2)n1
→ 107	109	105	0.1	107	105	-1	110

# Gathered by group: those above with a Cl atom.
# Below each compound – LAP4 TOR yeast	MEP2 TOR yeast	Yeast superoxide	Efflux pump inh	AGP1-GFP MLPCN	CIT2-GFP yeast	AHR activator	RPL19A-GFP yeast
> Cc1cc(-c2ccc(Cl)cc2)n2nc(N)nc2n1
→ 99	101	111	0.1	104	97	-7	.
> COc1ccc(Cl)cc1NC(=O)CN(C)C(=O)c1ccc(-n2nc(C)cc2C)cc1
→ 102	99	88	-0.1	99	102	2	102
> Cc1nn(-c2ccccc2)c(Cl)c1/C=C/C(=O)c1ccccc1
→ 94	97	98	0.0	99	94	-4	95
> C/C(=N/NC(=O)CNC(=O)Cc1ccc(Cl)cc1)c1ccco1
→ 109	97	102	-0.1	112	103	0	98

# New compounds follow:
# Below each compound – LAP4 TOR yeast	MEP2 TOR yeast	Yeast superoxide	Efflux pump inh	AGP1-GFP MLPCN	CIT2-GFP yeast	AHR activator	RPL19A-GFP yeast
> Cc1ccc(NC(=O)CCNS(=O)(=O)c2cc(Br)cnc2N)c(Cl)c1
→ 96	94	102	-0.1	97	99	1	98
> COc1cnc(-c2ccccc2)nc1Oc1cccc(C)c1C
→ 101	97	90	-0.1	97	93	2	99
> CCN(CC(=O)NCc1ccc(F)cc1)C(=O)c1ccc2c(c1)OCO2
→ 100	107	88	-0.1	101	101	2	100
> Cc1ccn2c(C(=O)NN=C3CCN(C)CC3)c(C)nc2c1
→ 97	100	111	0.5	95	86	8	90
> COc1cc2c(cc1OC)C(C)N(C(=O)c1c(C)noc1C)CC2 (configuration not stated)
→ 113	102	103	0.0	108	98	0	98
> COC(=O)c1ccc(NCC(=O)N2CCCCCC2)cc1
→ 103	107	97	0.1	106	96	-2	114
> Cc1ccc(NS(=O)(=O)c2c(C(=O)N3CCOCC3)c(C)n(C)c2C)cc1
→ 101	91	117	-0.3	101	98	0	100
> Cc1ccc(C)c(NC(=S)N2CCC(NC(=O)c3ccco3)CC2)c1
→ 87	105	118	-0.1	103	102	-1	106
> O=C(CSc1nncs1)NCc1ccc2c(c1)OCO2
→ 96	93	146	0.0	91	90	5	95
> O=C(O)CCC(=O)Nc1ccc(Br)cn1
→ 101	103	105	0.0	102	105	1	101
> O=C(CC(Nc1cccc(Cl)c1Cl)C(=O)O)c1ccccc1 (configuration not stated)
→ 118	95	109	0.1	103	90	10	101
> CCC1CCCCN1CCCNC(=O)C1CC(=O)N(CCc2ccccc2)C1 (configuration not stated)
→ 92	95	106	-0.3	95	108	2	96
> Cc1ccccc1-n1cc(C(=O)c2cc(Cl)ccc2O)cc(C#N)c1=O
→ 90	103	113	0.5	93	82	8	92
> C=CC[n+]1ccn(-c2nc3ccccc3nc2[N-]S(=O)(=O)c2cccs2)c1
→ 111	100	91	-0.1	106	99	8	99
> COC(=O)c1cccc(NS(=O)(=O)c2ccc(OC)cc2)c1C
→ 100	98	96	-0.1	107	105	-2	103
> CNc1ncc(C(=O)c2ccc(F)cc2)s1
→ 109	95	113	0.2	95	84	2	100
> CCOc1cc(/C=N/NC(=O)Cc2ccc(C(F)(F)F)cc2[N+](=O)[O-])c(Br)cc1OC
→ 105	105	102	-0.1	109	107	4	103
> COc1ccc(OC)c(NC(=O)CCN2CCC(C)CC2)c1
→ 89	97	85	0.1	98	91	-2	93
> O=C(CC1C(=O)NCCN1Cc1cccc(F)c1)NCCCCCN1CCOCC1 (configuration not stated)
→ 92	91	100	0.0	97	93	0	93
> COc1ccc(Oc2cnc3ccccc3n2)cc1
→ 104	96	111	0.1	99	102	-7	104
> CCc1noc(C)c1C(=O)OC(C)C(=O)Nc1ccc(Cl)cn1 (configuration not stated)
→ 94	93	116	0.0	93	98	1	96
> Cn1c2ccccc2c2cc(C(=O)N3CCOCC3)sc21
→ 109	102	85	0.0	104	90	31	98
> COc1ccc(C(CCN(Cc2ccc(OC)c(OC)c2)C(C)=O)C(C)C)cc1 (configuration not stated)
→ 95	102	97	0.1	94	93	.	100
> CCN(CC)S(=O)(=O)c1ccc(N2CCOCC2)c(NC(=O)c2ccccc2F)c1
→ 90	108	95	0.1	96	.	1	86
> O=C(CCCCn1c(=O)[nH]c2ccsc2c1=O)NCc1ccc2c(c1)OCO2
→ 91	97	95	0.1	94	90	30	95
> COc1ccccc1NS(=O)(=O)c1cc([N+](=O)[O-])ccc1N/N=C/c1c(C)[nH]c2ccccc12
→ 97	98	112	1.1	102	96	15	98
> Cc1ccc(NS(C)(=O)=O)c(C(=O)c2ccccc2)c1
→ 90	101	91	-0.1	106	105	10	99
> COc1ccc(C(=O)N=C2CCC(C#N)=C3c4cc(OC)c(OC)cc4CCN23)cc1
→ 100	101	117	0.0	103	99	3	103
> COc1cccc(NC(=O)[C@@H]2CCC(=O)N2C2OC(=O)c3ccccc32)c1 (some centres not stated)
→ 100	103	93	-0.1	107	104	1	104
> Cc1nc(/C=C\C(=O)O)c2cc(C)oc2n1
→ 103	101	96	-0.2	100	101	1	97

# Continued; it opens with the 4 that closed the last part.
# Below each compound – LAP4 TOR yeast	MEP2 TOR yeast	Yeast superoxide	Efflux pump inh	AGP1-GFP MLPCN	CIT2-GFP yeast	AHR activator	RPL19A-GFP yeast
> Cc1ccc(NS(C)(=O)=O)c(C(=O)c2ccccc2)c1
→ 90	101	91	-0.1	106	105	10	99
> COc1ccc(C(=O)N=C2CCC(C#N)=C3c4cc(OC)c(OC)cc4CCN23)cc1
→ 100	101	117	0.0	103	99	3	103
> COc1cccc(NC(=O)[C@@H]2CCC(=O)N2C2OC(=O)c3ccccc32)c1 (some centres not stated)
→ 100	103	93	-0.1	107	104	1	104
> Cc1nc(/C=C\C(=O)O)c2cc(C)oc2n1
→ 103	101	96	-0.2	100	101	1	97
> Cc1ccc2nc(C)cc(C(=O)Nc3nccs3)c2c1
→ 85	90	105	-0.3	92	96	11	99
> CN(C)CCN1C(=O)c2oc3ccccc3c(=O)c2C1c1cccc(Br)c1 (configuration not stated)
→ 105	96	i	-0.1	107	104	12	101
> Cc1cccc2nc(CSc3ccc(Cl)cc3)cn12
→ 107	116	108	0.5	100	92	2	106
> CCCn1nc(C(=O)Nc2nnc(CC)s2)c2ccccc2c1=O
→ 117	100	83	-0.1	102	98	8	93
> CC(=O)c1cc(CN2CCC(n3nccc3NC(=O)c3ccccc3Cl)CC2)cs1
→ 106	95	98	0.0	104	96	2	93
> COc1ccc(OCC(=O)N/N=C(\CCC(=O)O)c2cccs2)cc1
→ 98	99	94	-0.1	101	109	9	97
> Cc1ccc(C2=NS(=O)(=O)N(C)C(C(=O)NCc3ccco3)=C2)cc1
→ 105	103	97	-0.1	112	109	0	104
> COC(=O)c1sccc1-c1ccc(C(=O)Nc2ccccc2)o1
→ 125	106	124	0.2	88	80	18	99
> CCC(CC)C(=O)N1CC(=O)Nc2ccc(Br)cc2C1c1ccccc1 (configuration not stated)
→ 100	108	111	0.1	104	102	3	105
> Cc1onc(-c2ccccc2Cl)c1C(=O)Nc1ccc(S(=O)(=O)Nc2nccs2)cc1
→ 101	104	92	0.1	106	103	4	95
> COCCN(C(=O)COC(=O)CCCOc1ccccc1)c1c(N)n(Cc2ccccc2)c(=O)[nH]c1=O
→ 96	92	107	0.1	91	84	0	87
> Cn1ncc2c(N3CCC(Cc4ccccc4)CC3)ncnc21
→ 103	100	96	0.3	94	96	73*	101
> COc1ccc(S(=O)(=O)Nc2ccccc2C(=O)NCc2ccco2)cc1
→ 94	92	94	0.0	99	98	-1	95
> CSCC[C@@H](CO)NC(=O)c1ccc2nc(C3CCCCC3)oc2c1
→ 101	110	102	-0.1	101	104	1	102
> CN(C)c1cccc(C(=O)Nc2ccc(N3CCOCC3)cc2)c1
→ 104	106	94	0.1	98	100	-2	101
> S=C(Nc1ccc(Cl)cc1)Nc1ccc2c(c1)OCCO2
→ 85	101	106	0.1	88	97	.	115
> CC1CCCCN1Cc1nc2c(c(=O)n(C)c(=O)n2C)n1Cc1c(F)cccc1Cl (configuration not stated)
→ 90	92	89	0.0	91	84	-5	93
> COc1ccc(NC(=O)C/C(C)=N/NC(=O)C(=O)NC2CCCCC2)c(OC)c1
→ 94	104	108	0.1	97	102	3	103
> Cc1ccc(C)c(Cc2c(C)nc3c(C(=O)N4CCOCC4)cnn3c2C)c1
→ 101	99	120	1.2	101	92	1	99
> COc1cc(/C=N/Nc2ccccn2)ccc1OCC(C)C
→ 91	92	100	0.2	93	92	71*	91

# Fetched by structure from above:
# Below each compound – LAP4 TOR yeast	MEP2 TOR yeast	Yeast superoxide	Efflux pump inh	AGP1-GFP MLPCN	CIT2-GFP yeast	AHR activator	RPL19A-GFP yeast
> COc1cc(/C=N/Nc2ccccn2)ccc1OCC(C)C
→ 91	92	100	0.2	93	92	71*	91
> S=C(Nc1ccc(Cl)cc1)Nc1ccc2c(c1)OCCO2
→ 85	101	106	0.1	88	97	.	115
> Cc1ccc(C)c(Cc2c(C)nc3c(C(=O)N4CCOCC4)cnn3c2C)c1
→ 101	99	120	1.2	101	92	1	99
> CSCC[C@@H](CO)NC(=O)c1ccc2nc(C3CCCCC3)oc2c1
→ 101	110	102	-0.1	101	104	1	102

# Compounds as they come. Share with any hit: about 3.9%.
